PAFAH2 FP inh = inhibitors of human PAFAH2; Q99487; recombinant PAFAH2, FP-rhodamine activity probe, fluorescence polarization; inhibition, % at 3.39 µM; 340,000 tested, 0.99% active; AID 492956;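 active = inhibition above the mean over all tested compounds plus 3 SD, cut at about 30% in these data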;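 note: inhibitors block probe labeling of enzyme so polarization drops; 0% = enzyme with DMSO and 100% = wells lacking PAFAH2 protein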
PAFAH1B3 inh = PAFAH1B3 (human) inhibition. Q15102. recombinant PAFAH1B3, FP-rhodamine probe, fluorescence polarization. inhibition, % at 3.39 µM. 340,000 tested, 0.28% active. AID 492972;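 active = inhibition above the screen-wide average of all tested compounds plus 3 SD, cut at about 25% in these data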;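 note: 0% = enzyme with DMSO only and 100% = wells lacking PAFAH1B3 protein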
PME-1 primary = blocks human protein phosphatase methylesterase 1 | recombinant PME-1, FP-Rh probe fluorescence polarization | Q9Y570 | inhibition, % at 5.9 µM | 320,000 tested, 0.53% active;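 active = inhibition above the campaign mean of all compounds plus 3 SD, cut at about 26% in these data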;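 note: competitive labeling of PME-1 active site by serine hydrolase directed probe; 0% = PME-1 with DMSO and 100% = wells lacking PME-1 enzyme; inhibitors block probe labeling so polarization falls and inhibition rises; many of its hits are not listed in these tables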
Target sequence (Q9Y570 whole entry, looked up): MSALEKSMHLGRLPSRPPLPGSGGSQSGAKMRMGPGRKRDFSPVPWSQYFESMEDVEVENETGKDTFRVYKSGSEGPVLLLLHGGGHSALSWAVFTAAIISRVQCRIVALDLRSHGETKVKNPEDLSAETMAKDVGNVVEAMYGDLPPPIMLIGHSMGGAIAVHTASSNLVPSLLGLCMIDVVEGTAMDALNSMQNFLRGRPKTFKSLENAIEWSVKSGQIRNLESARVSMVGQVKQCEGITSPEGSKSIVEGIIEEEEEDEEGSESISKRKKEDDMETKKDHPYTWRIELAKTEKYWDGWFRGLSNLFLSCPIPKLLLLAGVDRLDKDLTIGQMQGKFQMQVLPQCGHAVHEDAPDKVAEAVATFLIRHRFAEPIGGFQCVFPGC
pPAFAH FP inh = pPAFAH (human) enzyme inhibition. Q13093. 330,000 tested, 1.5% active. AID 463082. inhibition, % at 3.39 µM. recombinant pPAFAH, FP-rhodamine probe fluorescence polarization;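 active = inhibition above the mean inhibition across the screen plus 3 SD, cut at about 25% in these data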;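 note: inhibitors block binding of the rhodamine activity-based probe so polarization drops; 0% = enzyme with DMSO and 100% = wells lacking pPAFAH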
LYPLA1 counter = LYPLA1 (human) inhibition in PME1 counter-screen | O75608 | recombinant LYPLA1, FP-Rh probe fluorescence polarization | inhibition, % at 5.9 µM | 320,000 tested, 0.16% active | AID 2174;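 active = inhibition above the mean of all tested compounds plus 3 SD, set per campaign, cut at about 14% in these data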;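 note: inhibitors block serine hydrolase probe labeling of LYPLA1 so polarization falls; 0% = enzyme with DMSO and 100% = wells lacking LYPLA1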
Target sequence (O75608 whole entry, looked up): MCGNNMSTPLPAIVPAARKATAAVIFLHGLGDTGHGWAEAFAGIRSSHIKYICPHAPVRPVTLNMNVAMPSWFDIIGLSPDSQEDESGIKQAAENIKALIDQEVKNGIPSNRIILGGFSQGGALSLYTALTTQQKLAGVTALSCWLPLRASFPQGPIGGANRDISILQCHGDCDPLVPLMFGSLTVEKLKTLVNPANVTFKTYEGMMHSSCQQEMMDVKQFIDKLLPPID
PAFAH1B2 FP inh = blocks human PAF acetylhydrolase 1b catalytic subunit 2; AID 492953; recombinant PAFAH1B2, FP-rhodamine activity probe, fluorescence polarization; inhibition, % at 3.39 µM; 340,000 tested, 1.2% active;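 active = inhibition above the mean of all tested compounds plus 3 SD, cut at about 24% in these data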;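 note: 0% = enzyme with DMSO and 100% = wells lacking PAFAH1B2; many of its hits are not listed in these tables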
Target sequence (P68402 whole entry, looked up): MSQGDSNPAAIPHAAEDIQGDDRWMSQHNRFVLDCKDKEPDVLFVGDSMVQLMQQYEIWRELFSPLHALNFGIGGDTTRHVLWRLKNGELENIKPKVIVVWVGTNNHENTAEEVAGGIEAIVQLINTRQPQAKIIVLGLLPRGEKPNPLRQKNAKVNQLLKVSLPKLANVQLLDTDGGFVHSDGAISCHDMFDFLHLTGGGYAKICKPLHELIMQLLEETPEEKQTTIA
GSTO1 counter = blocks human GSTO1 in RBBP9 counter-screen | P78417 | recombinant GSTO1, activity-based probe fluorescence polarization | inhibition, % at 5.96 µM | 300,000 tested, 1.1% active;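 active = inhibition above the campaign mean inhibition plus 3 SD, cut at about 35% in these data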;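 note: 0% = GSTO1-1 with DMSO and 100% = wells lacking GSTO1-1 enzyme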
Target sequence (P78417 whole entry, looked up): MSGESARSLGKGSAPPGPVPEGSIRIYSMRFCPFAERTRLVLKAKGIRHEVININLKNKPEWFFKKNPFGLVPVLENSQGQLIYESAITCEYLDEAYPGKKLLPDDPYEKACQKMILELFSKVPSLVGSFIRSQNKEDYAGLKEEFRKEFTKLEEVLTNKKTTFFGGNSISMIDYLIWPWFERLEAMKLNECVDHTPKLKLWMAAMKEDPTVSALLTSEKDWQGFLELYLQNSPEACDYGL
Fam108B counter = counter-screen for RBBP9 inhibitors: inhibitors of mouse Fam108B; inhibition, % at 9.51 µM; recombinant Fam108B, FP-Rh probe fluorescence polarization; 300,000 tested, 0.33% active; AID 1947;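 active = inhibition above the screen mean inhibition plus 3 SD, computed separately per campaign, cut at about 18% in these data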;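 note: inhibitors lower polarization as less probe binds the enzyme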
PAD4 inh = PAD4 (human) enzyme inhibition. Q9UM07. recombinant PAD4, RCA probe fluorescence polarization. inhibition, % at 6.36 µM. 330,000 tested, 0.41% active. AID 485272;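 active = percent inhibition above a cutoff equal to the mean of all tested compounds plus 3 SD, cut at about 15% in these data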;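 note: 0% = PAD4 with RCA probe and DMSO and 100% = probe without PAD4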
Numbers without * were called inactive; / = not tested or not shown; & = joins results of further samples. A portion of the library; the hit share may differ from the screen's.

SMILES	PAFAH2 FP inh	PAFAH1B3 inh	PME-1 primary	pPAFAH FP inh	LYPLA1 counter	PAFAH1B2 FP inh	GSTO1 counter	Fam108B counter	PAD4 inh
COc1ccc(O)c(C(=O)c2cc(C#N)c(=O)n(Cc3ccccc3)c2)c1	6	0	0	-1	-1	0	-3	0	-4
CCOC(=O)[C@H]1[C@H]2COc3ccc(Cl)cc3[C@@H]2N2C(=O)CN(Cc3ccc(Cl)cc3)C(=O)[C@@]12C	-1	3	2	2	-1	6	/	/	-1
CN(C)/C=N/C(=S)Nc1ccccc1F	-1	5	0	2	1	3	-1	1	-7
CN(CC(=O)Nc1ncn[nH]1)S(=O)(=O)c1ccc(Br)cc1	-4	0	-4	-2	1	3	10	0	-2
O=C(O)CCCCCNC(=O)CCn1nnc2ccccc2c1=O	0	4	-2	3	2	3	4	2	-4
O=C(NNS(=O)(=O)c1ccccc1)c1ccccc1-n1cccc1	9	5	1	-5	2	3	1	6	4
Cc1nc(NC(=O)CCc2ccccc2)ccc1Br	7	5	-1	-2	-1	5	7	0	6
COc1ccc(NS(=O)(=O)c2cccc(C(=O)N/N=C/c3cn(-c4ccccc4)nc3-c3ccc(OC)cc3)c2)cc1	-18	-1	-16	-2	-6	-4	5	-21	3
Cc1ccc(/C=N/NC(=O)c2cc(C)oc2C)o1	-1	12	-11	-6	2	4	10	0	-8
CS(=O)(=O)c1ccc(NCCc2ccccn2)c([N+](=O)[O-])c1	0	3	6	-2	0	3	-1	-2	-7
Cc1ccc(N2CC(NC(=O)C(=O)c3c(C)[nH]c4ccccc34)CC2=O)cc1C (centres undefined)	-10	2	-2	-1	2	2	-1	5	1
O=C(Nc1ccccc1C(=O)Nc1ccccc1)c1ccccc1F	-1	1	0	4	-1	2	-7	-1	0
COc1ccc(N2CC(O)=C(c3nc(-c4ccc(Br)cc4)cs3)C2=N)cc1	6	10	2	2	-3	1	15	9	-2
CCC1(CC)NC(=O)N(CC(=O)N2CCN(c3ccccc3F)CC2)C1=O	2	10	2	5	2	8	/	/	4
CC(=O)CSc1nc(C(F)(F)F)cc(=O)n1-c1ccccc1	5	-3	6	6	-1	0	4	4	1
O=C(NCc1cccnc1)Nc1cccc(Cl)c1	6	7	-5	1	-4	1	8	0	1
COc1ccc(C(=O)NCc2ccc(C(=O)O)o2)cc1	4	9	1	-14	3	2	4	1	-4
O=C(COc1cccnc1[N+](=O)[O-])c1c[nH]c2ccccc12	-5	1	-12	1	-2	-4	10	3	-3
COc1ccc(S(=O)(=O)Nc2ccc(NC(C)=O)cc2)cc1Cl	2	-8	-2	0	-3	-2	4	0	-3
CCOC(=O)Nc1ccc2c(c1)N(C(=O)CN1CCN3CCCC3C1)c1ccccc1CC2 (centres undefined)	-1	-3	-2	-4	-1	0	5	0	-4
CCOC(=O)CNC(=S)N1CCn2c(nc3ccccc32)C1	-5	7	-4	2	2	4	2	-1	-6
CCOc1ccccc1/C=N/NC(=O)CNC(=O)c1ccc(S(=O)(=O)N2CCOCC2)cc1	4	-1	-5	3	1	1	3	2	0
C=CCn1c(=N)n(CC(=O)OC)c2ccccc21	-5	4	3	4	2	-2	7	0	4
O=c1ccc2cc(S(=O)(=O)N3CCN(c4ccccc4F)CC3)ccc2o1	0	13	-3	-1	2	1	1	-1	-1
COc1ccc(C(=O)NCCSCc2ccccc2Cl)cc1OC	10	7	-5	0	-5	0	6	2	0
COc1ccc(/C=N/NC(=O)c2cc(C)oc2C)cc1OC	-3	4	4	4	2	4	-3	1	-3
O=C(CN1C(=O)C2CCCCC2C1=O)Nc1cc([N+](=O)[O-])ccc1F (centres undefined)	-7	6	-5	3	4	8	/	/	-4
CC1=C(C)C(=O)N(C(C)CCc2ccccc2)C1=O (centres undefined)	0	14	-2	1	2	5	-1	-1	0
Oc1ccc(/C=N/Nc2ccc(Cl)nn2)c(O)c1O	29	16	-3	57*	-5	1	71*	23*	6
COc1ccc(C2/C=C\CN(C(=O)c3ccccc3)CC(=O)N2Cc2cccc(F)c2)cc1 (centres undefined)	8	9	/	6	/	2	/	/	-2
CC(C)/C=N/NC(=O)c1ccc(Cl)cc1	2	8	-7	-13	-2	-2	6	0	2
COc1cc(C(c2c(C)[nH][nH]c2=O)c2c(C)[nH][nH]c2=O)ccc1OCc1ccc([N+](=O)[O-])cc1	1	8	7	11	3	26*	13	-4	-10
CC1(C)C(=O)N(OCc2ccccc2)C(C)(C)C(=O)N1OCc1ccccc1	-11	12	-7	8	2	3	5	-1	-3
O=C(c1cc(COc2ccccc2)on1)N1CCCC(OCc2cccnc2)C1 (centres undefined)	9	7	-2	7	-1	0	1	2	-4
CS(=O)(=O)Cc1ccc(C(=O)NC2CCN(Cc3ccccc3)C2)cc1 (centres undefined)	-1	1	3	8	-4	1	5	4	2
COCC(=O)N1CCc2ccc(NC(=O)c3ccccc3Cl)cc2C1	4	2	-1	4	3	2	1	-1	-3
Cc1ccc(-c2nc3c(c(=O)c4ccccc4n3C)c(=O)n2-c2ccccc2)cc1	2	4	1	-3	-2	4	-9	-1	-1
CCc1nc(N2CCCC2)c(C#N)c2c1CCCC2	-9	4	-2	0	1	1	0	2	6
CCCCCCCCOC(=O)c1ccc(N)cc1	55*	5	6	32*	6	8	4	0	-4
Cc1[nH]c2ccccc2c1SCC(=O)O	-3	6	5	2	1	4	10	2	0
CC(C)CNC(=S)NC(=O)c1ccc(Cl)cc1	-5	-4	3	2	-7	-3	-5	-2	4
COCCNC(=O)CCC1CCN(Cc2cccc(-c3ccc(C)o3)c2)CC1	-3	8	-9	4	0	2	-3	-4	-1
C/C(=C\c1cc2ccccc2o1)C1Nc2cccc3cccc(c23)N1	-5	15	26	2	-15	-2	/	/	-15
Cc1[nH]n(C(C)(C)C)c(=O)c1Sc1ccc(Cl)cc1	13	8	-2	0	2	7	-2	-1	0
CCCCOc1ccc(C(=O)Nc2ccc(C)cc2[N+](=O)[O-])cc1	5	6	3	4	-2	5	9	5	-3
O=C(/C=C/c1ccccc1Cl)N1CCOCC1	3	4	2	2	0	5	-3	1	-1
COc1ccc(NC(=O)c2ccc3c(c2)N(C)CCS3)cc1	2	0	-1	5	0	0	4	2	0
COC(=O)[C@H]1[C@H]2C[C@H]3c4[nH]c5ccccc5c4CCN3C[C@@H]2CC[C@@H]1O	-7&-3	9&2	-11&-4	17&5	0&3	0&-3	1&5	2&0	-35&-3

Ordered by the number under pPAFAH FP inh (smallest number first): 3 of the compounds above
molecule	PAFAH2 FP inh	PAFAH1B3 inh	PME-1 primary	pPAFAH FP inh	PAFAH1B2 FP inh	PAD4 inh
Cc1[nH]n(C(C)(C)C)c(=O)c1Sc1ccc(Cl)cc1	13	8	-2	0	7	0
COc1ccc(NC(=O)c2ccc3c(c2)N(C)CCS3)cc1	2	0	-1	5	0	0
CCCCCCCCOC(=O)c1ccc(N)cc1	55*	5	6	32*	8	-4

Further structures
SMILES	PAFAH2 FP inh	PAFAH1B3 inh	PME-1 primary	pPAFAH FP inh	LYPLA1 counter	PAFAH1B2 FP inh	GSTO1 counter	Fam108B counter	PAD4 inh
CC(=O)Nc1c(C)cc(S(C)(=O)=O)cc1C	-5	3	-4	-3	-2	3	-2	6	0
Cc1ccc2sc3ccc(NC(=O)c4ccccc4Cl)cc3c(=O)c2c1	-38	-24	-34	-15	-27	-13	-12	-26	-3
Cn1c(=O)c2c([nH]c(=O)n2C)n(C)c1=O	-7	-2	0	-5	2	0	-2	1	-1
O=C(Nc1cc(C(F)(F)F)cc(C(F)(F)F)c1)c1ccc(Cn2cc(C(F)(F)F)ccc2=O)cc1	-44	-19	-11	-6	-15	-11	-6	-43	4
C[n+]1ccn(CC(=O)c2cccs2)c1	-2	6	-7	5	-1	-1	5	0	3
COC(=O)C1=C(C)N(CCCC(=O)O)C(=O)NC1c1ccccc1OS(=O)(=O)c1ccccc1[N+](=O)[O-] (centres undefined)	4	6	2	-3	5	1	12	4	-2
O=C(CN1C(=O)CSc2ccc(S(=O)(=O)N3CCCCC3)cc21)NCc1ccccc1Cl	0	2	2	4	-1	5	7	1	1
Cc1ccc(O)c(NC(=S)NC(=O)COc2ccc(Br)cc2)c1	-1	7	7	-1	-3	-3	2	0	0
CCCC(CCC(=O)Nc1ccn(-c2ccccc2)n1)C(=O)O (centres undefined)	1	6	-5	-5	0	4	6	-6	3
Cc1nc2oc(C(=O)c3ccccc3)c(N)c2c2c1COC(C)(C)C2	-10	-4	-1	4	-1	-2	-2	2	-4
Cc1ccc2nc(Nc3ccc4[nH]c(=O)[nH]c4c3)c(-n3nc(C)cc3C)nc2c1	9	-4	8	15	-3	0	1	1	-3
CCC(=O)n1nc(NCc2ccc(OC)c(OC)c2)nc1NCc1ccc(OC)c(OC)c1	-3	3	0	2	-2	-1	-4	2	2
CC(=O)NC(C)Cc1cn(Cc2ccccc2)c2ccccc12 (centres undefined)	-3	2	1	-3	1	3	3	4	2
CC(=O)Nc1nc2ccc(-c3nc4ccccc4o3)cc2s1	-11	-5	-9	-14	-12	3	-17	-5	3
Cc1cccc(N(C(=O)c2sc(C)nc2C)C(C(=O)NCc2ccco2)c2ccccc2)c1 (centres undefined)	11	3	0	0	-1	-4	0	-3	-2
Cc1ccn(C(CC(=O)c2ccc(Br)cc2)C(=O)O)n1 (centres undefined)	-4	5	-3	-1	-1	1	0	2	-6
COc1cccc(CNC(=O)c2cccc(S(=O)(=O)N3CCN(C)CC3)c2)c1	-3	10	9	6	-5	-13	-1	1	-2
CCOC(=O)C(C)Oc1cccc2c(=O)n(CC(=O)N3CCc4ccccc43)ccc12 (centres undefined)	-5	2	-3	4	-1	0	-5	-9	-6
CC(C)(C)C(=O)COC(=O)c1cc(-c2cccnc2)nc2ccccc12	-1	5	-3	0	-3	-2	-1	2	-1
CCc1nnc(NS(=O)(=O)c2ccc(NC(=O)c3cc(Cl)ccc3OC)cc2)s1	-2	15	-3	-12	-5	3	-23	-1	-1
Cc1ccc(C(=O)NCC(=O)OCC(=O)c2ccc(C)c([N+](=O)[O-])c2)cc1	4	6	9	0	-4	5	-3	-1	-1
COC(=O)N/N=C(\C)c1ccc2ccccc2c1OC(F)F	2	4	5	0	2	1	-1	-1	-3
O=C(c1ccc(Cl)c(S(=O)(=O)NCc2cccnc2)c1)N1CCCC1	3	2	1	-1	1	6	/	/	-3
Nc1c(Cl)cc(C2=NCCn3c2c2ccc(C(F)(F)F)cc2[n+]3[O-])cc1Cl	9	8	6	2	1	-7	-2	-4	-2
CC(=O)Nc1cccc(OC(=O)COc2ccc(Br)cc2)c1	-3	0	-3	11	0	20	-2	-2	1
Cc1cc(OC(=O)c2ccc(OC(C)C)cc2)c([N+](=O)[O-])c(=O)[nH]1	3	2	-4	0	-2	1	7	4	1
CCCN(CCC)C(=O)c1cc(S(=O)(=O)N2CCCCC2)c[nH]1	8	1	0	5	-2	-1	3	-2	0
COc1cc(CN(CC2CCCO2)C(=O)c2ccco2)cc(OC)c1OC (centres undefined)	6	3	1	6	3	5	2	-1	-1
COc1ccc(S(=O)(=O)N2CCN(CCO)CC2)cc1-c1nnc2c3ccccc3c(C)nn12	9	-1	4	-7	-1	1	0	1	-3
O=S1(=O)CCOC[C@H](CC2CCCCC2)N1Cc1ccccc1	-6	8	2	10	-1	15	-2	2	1
COc1ccccc1N1CCN(c2ncc(C(=O)N3CCN(c4cccc(Cl)c4)CC3)c3ccccc23)CC1	/	/	-5	3	0	/	6	-2	-1

Screening results: PubChem BioAssay, The Scripps Research Institute Molecular Screening Center
